HTR5A ag – activates human HTR5A in OPRM1-OPRD1 agonist counter-screen | hit rate 0.61% among 340,000 | activation, % at 9.3 µM | AID 504692 | P47898 | HTR5A agonist assay, luminescence, cell-based; in the data active = activation mostly above about 9.5%, no sharp cut-off; inactive = mostly below about 7.6%;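 note: 0% = cells with vehicle only and 100% = reference agonist; strong numbers were not always called active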
Target sequence (P47898 whole entry, looked up): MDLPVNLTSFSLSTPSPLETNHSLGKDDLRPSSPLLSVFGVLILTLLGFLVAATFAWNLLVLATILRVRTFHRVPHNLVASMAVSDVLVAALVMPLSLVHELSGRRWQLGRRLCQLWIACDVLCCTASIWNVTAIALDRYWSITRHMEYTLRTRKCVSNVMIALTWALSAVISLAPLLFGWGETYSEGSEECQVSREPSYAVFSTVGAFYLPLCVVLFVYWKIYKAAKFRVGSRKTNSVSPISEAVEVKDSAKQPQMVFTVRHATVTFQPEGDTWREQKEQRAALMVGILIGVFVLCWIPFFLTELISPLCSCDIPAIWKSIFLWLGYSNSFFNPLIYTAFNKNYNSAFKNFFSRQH
DAGLB inhibitor – blocks human DAGLB lipase activity; Q8NCG7; hit rate 0.059% among 340,000; inhibition, % at 5.17 µM; HEK293T DAGLB membrane lysate, EnzChek fluorogenic substrate; in the data active = inhibition above about 34%;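 note: 0% = enzyme with vehicle and 100% = wells lacking enzyme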
HTR5A inv ag – counter-screen for OPRM1-OPRD1 inverse agonists: human HTR5A inverse agonism; AID 504634; HTR5A cell line, luminescence; P47898; inhibition, % at 9.3 µM; hit rate 0.083% among 340,000; in the data active = inhibition mostly above about 23%, no sharp cut-off; inactive = mostly below about 18%;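 note: 0% = cells with DMSO and 100% = no-cell wells with DMSO; some compounds called inactive have numbers as strong as hits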
V-ATPase pHluor – alters yeast V-ATPase proton transport; S. cerevisiae, pHLuorin cytosolic pH fluorescence; response, % at 10 µM; hit rate 0.37% among 350,000; AID 504577; in the data active = response mostly above about 7.3%, no sharp cut-off; inactive = mostly below about 5.4%; note: actives read high; inactives centre near 0; some compounds called inactive have numbers as strong as hits; reference of the scale not given here
DSG3 Ab inh – blocks pemphigus antibody binding to human desmoglein-3. P32926. DSG3-coupled beads, scFv-anti-DSG3-GFP binding, flow cytometry; hits give low values. binding (percent of control), % at 10 µM. hit rate 0.48% among 310,000. AID 588358;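 active = binding more than 3 SD below its plate's average and above zero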;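 note: hits lower antibody fragment binding to DSG3; some compounds called inactive have numbers as strong as hits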
PKA-R2B activ – PKA-R2B complex activation | PKA-R2B holoenzyme dissociation, Cy5-IP20 fluorescence polarization; R2B truncated from residue 108, S112A mutant; 0% DMSO only, 100% 113 µM cGMP | hit rate 0.079% among 340,000 | activation, % at 11.4 µM | P22694+P31323;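 active = activation above a cutoff set at the mean over all compounds plus 3 SD, cut at about 18% in these data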;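 note: higher means more holoenzyme dissociation and a rise in polarization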
Target sequence (P31323 whole entry, looked up, other chains not shown, the tested form may be a part): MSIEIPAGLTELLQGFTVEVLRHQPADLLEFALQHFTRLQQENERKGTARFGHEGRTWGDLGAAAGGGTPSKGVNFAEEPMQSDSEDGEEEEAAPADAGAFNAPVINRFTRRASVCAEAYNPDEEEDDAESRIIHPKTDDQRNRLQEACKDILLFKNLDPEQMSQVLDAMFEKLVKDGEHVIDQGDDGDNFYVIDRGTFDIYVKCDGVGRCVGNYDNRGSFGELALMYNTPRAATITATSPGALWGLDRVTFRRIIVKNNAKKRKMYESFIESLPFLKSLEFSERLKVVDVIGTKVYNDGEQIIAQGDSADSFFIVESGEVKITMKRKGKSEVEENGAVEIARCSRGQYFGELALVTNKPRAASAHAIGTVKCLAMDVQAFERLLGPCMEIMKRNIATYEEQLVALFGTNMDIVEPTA
OPRM1-OPRD1 ag – OPRM1-OPRD1 heterodimerization agonism; P35372+P41143; cells, luminescence; activation, % at 9.3 µM; hit rate 0.3% among 340,000; in the data active = activation above about 18%;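 note: 0% = vehicle-treated cells and 100% = reference agonist; values of inactives mirror those of a sister screen read the other way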
OPRM1-OPRD1 inv – mu-delta opioid heterodimer inverse agonism. cell-based MOR-DOR heterodimer luminescence. inhibition, % at 9.3 µM. hit rate 0.21% among 340,000; in the data active = inhibition above about 22%, passing the limit was not always enough;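 note: 0% = cells with DMSO and 100% = wells without cells with DMSO; values of inactives mirror those of a sister screen read the other way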
Arr AP2 block – human beta-arrestin and AP2 interaction inhibition. FITC-arrestin peptide / GST-AP2 beads, flow cytometry; AP2 beta2 appendage carries R879A mutation. inhibition, % at 10 µM. hit rate 0.31% among 340,000. AID 504490;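 active = inhibition above a set limit, near 3 SD of compounds lacking own fluorescence, cut at about 54% in these data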;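 note: plate controls were DMSO wells for no effect and 5 µM unlabelled arrestin peptide for full effect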
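System: GST-AP2 R879A glutathione beads | Also added: FITC-arrestin peptide, 50 nM | Times: 12 min plus 1 h, RT | Signal: Bead flow cytometry, FITC channel | Buffer or medium: PBS with 0.05% Tween 20 and 0.1% BSA | Read-out basis: Percent drop in bead-associated FITC signal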
PKA-R1A act – PKA-R1A complex activation | PKA-R1A dissociation, Cy5-IP20 fluorescence polarization; scaled: DMSO 0%, 113 µM cGMP 100% | activation, % at 11.4 µM | hit rate 0.083% among 340,000;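 active = percent activation above the mean of all tested compounds plus 3 SD, cut at about 19% in these data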;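 note: higher means more PKAc released from R1A so a rise in polarization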
Starred values were filed as active, the others as inactive; x = not tested or not shown.

[1] Cc1cc(C)n(-c2nc3ccccc3c(=O)n2OCc2ccc(F)cc2)n1
[2] COc1ccc2cc(CN(CC3CCCO3)S(=O)(=O)c3ccccc3Cl)c(=O)[nH]c2c1 (configuration not stated)
[3] CCOC(=O)N1CCN(C(=O)CNS(=O)(=O)c2c(C)cc(C)cc2C)CC1
[4] CC(=O)OCCc1[nH]c2ccccc2c1C
[5] COCc1c(C(=O)N/N=C(\C)c2ccncc2)nnn1-c1nonc1N
[6] Cc1ccccc1-n1c(SCc2csc(Nc3ccccc3)n2)nnc1-c1cccnc1

entry no.,1,2,3,4,5,6
HTR5A ag,0,6,-4,-1,0,-4
DAGLB inhibitor,-5,4,-3,-3,2,0
HTR5A inv ag,-22,0,11,-2,2,-4
V-ATPase pHluor,3,0,-1,20,-3,1
DSG3 Ab inh,113,100,105,97,92,130
PKA-R2B activ,5,3,-5,4,-5,-7
OPRM1-OPRD1 ag,6.4,0.5,-2.5,-2.5,-1.3,-2.6
OPRM1-OPRD1 inv,-29,-3,13,13,8,14
Arr AP2 block,9,1,-15,23,2,0
PKA-R1A act,-6,6,-5,-2,2,-10

[7] O=C(O)/C=C/C(=O)N(Cc1ccc2c(c1)OCO2)C1CC(=O)N(CCc2ccccc2)C1=O (configuration not stated)
[8] CC(C)(C)OC(=O)NC1CNNC1=O (configuration not stated)
[9] Cc1cc2cc(CN(Cc3ccc4c(c3)OCO4)Cc3nnnn3C3CCCC3)c(=O)[nH]c2cc1C
[10] CC(=O)OCC1=C(C(=O)O)N2C(=O)C(NC(=O)c3ccc(COc4cccc(Cl)c4Cl)o3)C2SC1 (configuration not stated)
[11] CC[C@]12c3[nH]c4cc(-c5ccco5)ccc4c3CCN1C(=O)[C@@H](CC(=O)NCCCn1ccnc1)C[C@@H]2C(=O)N1CCN(C(=O)c2ccco2)CC1
[12] CCOc1ccc(CNc2ccc(N3CCN(Cc4ccccc4)CC3)cc2)cc1

entry no.,7,8,9,10,11,12
HTR5A ag,-2,6,-3,-8,2,-1
DAGLB inhibitor,1,0,3,3,2,-6
HTR5A inv ag,5,-16,-9,6,-9,4
V-ATPase pHluor,-1,4,9,3,-1,6
DSG3 Ab inh,106,98,100,101,101,93
PKA-R2B activ,-3,-15,1,0,-5,-2
OPRM1-OPRD1 ag,-3.2,-1.2,7.9,-2.3,-3.1,8.9
OPRM1-OPRD1 inv,16,7,-45,12,15,-41
Arr AP2 block,-1,2,7,16,0,12
PKA-R1A act,1,-7,1,-1,-3,-3

[13] COc1ccc(C(CCN2CCCC(C)C2)c2c(OC)cc(OC)c3c(-c4ccccc4)cc(=O)oc23)cc1 (configuration not stated)
[14] O=C(NC1CCCCC1)C1CC(=O)N(c2cccc([N+](=O)[O-])c2)C1 (configuration not stated)
[15] COc1c(O)cc(O)c2c(=O)cc(-c3ccccc3)oc12
[16] N#C/C(=C\c1cccnc1)C(=O)Nc1cccc(Cl)c1
[17] COc1cccc(C(=O)NCCNC(=O)c2cnccn2)c1
[18] Cc1ccccc1Nc1n[nH]c(C)c1[N+](=O)[O-]

entry no.,13,14,15,16,17,18
HTR5A ag,23*,1,9,-3,-1,1
DAGLB inhibitor,1,1,0,-1,-4,-2
HTR5A inv ag,-66,-2,0,7,0,-5
V-ATPase pHluor,2,2,-2,4,-6,0
DSG3 Ab inh,107,106,99,x,114,105
PKA-R2B activ,-9,-17,-6,-4,-9,-7
OPRM1-OPRD1 ag,-1.2,-2.8,-3.8,-0.1,-1.5,-2.3
OPRM1-OPRD1 inv,7,15,19,0,9,12
Arr AP2 block,3,1,0,12,-6,-22
PKA-R1A act,-5,-2,-1,-3,-6,3

[19] CCC(C)NS(=O)(=O)c1ccc(NC(=O)C2CCN(C(=O)c3ccco3)CC2)cc1 (configuration not stated)
[20] CN(CC(=O)Nc1ccccc1Br)C(=O)CN1CCN(c2ccccc2Cl)CC1
[21] Cc1cccc(OCC(=O)Nc2ccccc2-c2ccccc2)c1
[22] CCOC(=O)C1(CCCc2ccccc2)CCN(C(=O)c2ccoc2)CC1
[23] CCCCN1C(=O)C(=O)N(CC(=O)Nc2ccccc2C(=O)OCC)C1=O
[24] Cc1cccc(NC(=O)/C(C#N)=C/c2cn(CC(=O)NCc3ccco3)c3ccccc23)c1

entry no.,19,20,21,22,23,24
HTR5A ag,-1,-2,1,3,2,2
DAGLB inhibitor,-1,-2,-16,-4,0,22
HTR5A inv ag,2,18,-22,-5,-6,2
V-ATPase pHluor,0,0,1,0,6,-12
DSG3 Ab inh,113,101,98,99,97,x
PKA-R2B activ,-5,-5,-5,2,-1,-8
OPRM1-OPRD1 ag,1.0,-4.1,0.9,-0.1,-2.2,-1.8
OPRM1-OPRD1 inv,-8,16,-5,0,11,9
Arr AP2 block,0,-3,5,-3,-11,-7
PKA-R1A act,-11,-3,-9,-6,2,-20

Compound profiles (already shown).
`CCCCN1C(=O)C(=O)N(CC(=O)Nc2ccccc2C(=O)OCC)C1=O` is listed as HTR5A ag = 2; DAGLB inhibitor = 0; HTR5A inv ag = -6; V-ATPase pHluor = 6; DSG3 Ab inh = 97; PKA-R2B activ = -1; OPRM1-OPRD1 ag = -2.2; OPRM1-OPRD1 inv = 11; Arr AP2 block = -11; PKA-R1A act = 2
`Cc1cccc(OCC(=O)Nc2ccccc2-c2ccccc2)c1` is listed as HTR5A ag = 1; DAGLB inhibitor = -16; HTR5A inv ag = -22; V-ATPase pHluor = 1; DSG3 Ab inh = 98; PKA-R2B activ = -5; OPRM1-OPRD1 ag = 0.9; OPRM1-OPRD1 inv = -5; Arr AP2 block = 5; PKA-R1A act = -9

Later entries
[25] CC(=O)N(C)C1=C(N2CCOCC2)C(=O)c2ccccc2C1=O
[26] Cc1cc(=O)oc2cc(OCC(=O)N3CCN(c4ccccc4)CC3)c(Cl)cc12
[27] CCNC(=O)NC(=O)C(C)OC(=O)C(C)(C)Oc1ccc(Cl)cc1 (configuration not stated)
[28] O=C(CCc1nc2ccccc2c(=O)[nH]1)NNC(=O)COc1cccc(F)c1
[29] O=C(CSc1nc2ccccc2c(=O)n1Cc1ccco1)NCCN1C(=O)CSC1=O
[30] CCOC(=O)c1c(NC(=O)C(=O)N/N=C(\C)c2ccc(OC)cc2)sc2c1CCCCC2

entry no.,25,26,27,28,29,30
HTR5A ag,3,2,1,4,0,-1
DAGLB inhibitor,2,3,-2,-2,2,-5
HTR5A inv ag,10,-10,17,-10,1,29
V-ATPase pHluor,1,0,-2,3,-1,-3
DSG3 Ab inh,x,90,106,x,93,124
PKA-R2B activ,-7,3,-3,4,-9,-9
OPRM1-OPRD1 ag,4.2,1.4,2.9,-3.3,-2.2,-1.5
OPRM1-OPRD1 inv,-23,-7,-21,13,12,8
Arr AP2 block,7,24,3,-10,-1,-4
PKA-R1A act,-11,-1,-8,-14,1,-9

[31] COCCNC(=O)CN1CCCCCC1
[32] COc1ccc(CNS(=O)(=O)c2ccc(F)c(C(=O)Nc3ccc(OC)cc3)c2)cc1
[33] CC1(C)CC(=O)CC(=NCC(=O)O)C1
[34] O=C(NCC(c1cccnc1)N1CCN(c2ccc(F)cc2)CC1)C1CCCCC1 (configuration not stated)
[35] CN(C)CCCN(C(=O)C1COc2ccccc2O1)c1nc2cc3c(cc2s1)OCO3 (configuration not stated)
[36] Cc1oc(C(=O)O)cc1COc1cccc2ccccc12

entry no.,31,32,33,34,35,36
HTR5A ag,7,4,4,5,-2,-5
DAGLB inhibitor,1,-1,1,3,2,0
HTR5A inv ag,5,1,-8,6,-1,19
V-ATPase pHluor,-1,-1,2,0,0,3
DSG3 Ab inh,x,102,95,102,x,101
PKA-R2B activ,1,12,8,-8,7,-1
OPRM1-OPRD1 ag,-4.4,1.1,-0.2,-2.0,-0.2,-2.2
OPRM1-OPRD1 inv,22,-6,1,12,1,10
Arr AP2 block,14,-25,5,4,2,5
PKA-R1A act,1,-25,-1,-4,3,-3

3 entries out of the list, arranged by number of heavy atoms, high to low:
[32] COc1ccc(CNS(=O)(=O)c2ccc(F)c(C(=O)Nc3ccc(OC)cc3)c2)cc1
[34] O=C(NCC(c1cccnc1)N1CCN(c2ccc(F)cc2)CC1)C1CCCCC1 (configuration not stated)
[31] COCCNC(=O)CN1CCCCCC1

entry no.,32,34,31
HTR5A ag,4,5,7
DAGLB inhibitor,-1,3,1
HTR5A inv ag,1,6,5
V-ATPase pHluor,-1,0,-1
DSG3 Ab inh,102,102,x
PKA-R2B activ,12,-8,1
OPRM1-OPRD1 ag,1.1,-2.0,-4.4
OPRM1-OPRD1 inv,-6,12,22
Arr AP2 block,-25,4,14
PKA-R1A act,-25,-4,1

The results go on.
[37] COc1cc(/C=N/Nc2ccccc2[N+](=O)[O-])cc(OC)c1O
[38] C/C(=C\c1ccco1)C1C(C#N)=C(N)Oc2n[nH]c(-c3ccc(C)cc3)c21 (configuration not stated)
[39] CCC(CC)C(=O)NCc1ccccc1Cl
[40] CC(=O)c1cccc(NC(=O)CN2C(=O)NC(C)(C)C2=O)c1
[41] O=C(N/N=C/c1ccc(O)cc1)c1ccc(NC(=O)c2ccccc2Br)cc1
[42] N#Cc1cccc(NC(=O)COC(=O)CCc2ccc(S(=O)(=O)N3CCOCC3)cc2)c1

entry no.,37,38,39,40,41,42
HTR5A ag,3,10,1,8,-5,0
DAGLB inhibitor,39*,-2,-1,-2,0,-1
HTR5A inv ag,-9,-9,-2,-20,17,0
V-ATPase pHluor,0,-4,-1,1,12,-1
DSG3 Ab inh,91,92,97,x,94,x
PKA-R2B activ,7,2,0,-1,-1,-3
OPRM1-OPRD1 ag,4.0,16,-0.8,2.2,0.1,-2.8
OPRM1-OPRD1 inv,-19,-91,4,-9,0,12
Arr AP2 block,5,8,4,-8,-14,-6
PKA-R1A act,5,3,-15,-16,-10,-3

[43] COc1ccc(NC(=O)CN(C)C(=O)c2cc3c(s2)CCCCC3)cc1
[44] CN(C)c1ccc(CNC(=O)c2cc(S(=O)(=O)N3CCOCC3)cn2C)cc1
[45] O=C(NCCc1ccccc1)c1cccc(NC(=O)C2CCCCC2)c1
[46] Cc1ccc(C(=O)Nc2nnc(S(=O)(=O)N3CCOCC3)s2)cc1
[47] COc1ccc(NC(=O)CN(C)S(=O)(=O)c2cnc[nH]2)cc1

entry no.,43,44,45,46,47
HTR5A ag,2,9,1,6,3
DAGLB inhibitor,-2,1,-4,0,0
HTR5A inv ag,-6,-27,-4,-14,-14
V-ATPase pHluor,-1,-1,3,0,1
DSG3 Ab inh,110,102,94,101,103
PKA-R2B activ,1,-1,-12,-1,4
OPRM1-OPRD1 ag,2.1,-0.2,0.1,-1.2,-2.4
OPRM1-OPRD1 inv,-9,1,-1,6,13
Arr AP2 block,30,2,-2,-3,5
PKA-R1A act,-13,2,-6,2,-8

Assay outcomes: PubChem, several laboratories
